# Screens (PubChem BioAssay)
# Xi reactivation = reactivates the inactive X chromosome in mouse fibroblasts | XiGFP mouse fibroblasts, % GFP-positive cells imaging, 3 d; cells co-treated with 5-aza-dC sensitizer; scaled so ellipticine positive control = 100% | activation, % at 7.58 µM | 360,000 tested, 0.055% active | AID 743238;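 active = mean normalized replicate activation at least 10% and every replicate at or above 10%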;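 also: 0% = median of on-plate neutral control wells and 100% = ellipticine 6 µM median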
#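 Schedule: 3 d treatment, 15 min room-temperature fixation; system: 68-5-11 XiGFP fibroblast line; buffer or medium: DMEM plus 5-aza-dC sensitizer; control set: ellipticine 6 µM positive control; compound: one concentration, pinned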
# ERp5 inh = blocks human ERp5 reductase activity on insulin | AID 651711 | inhibition, % at 9.99 µM | ERp5 insulin aggregation, absorbance 650 nm, 90 min | 350,000 tested, 0.05% active | Q15084;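 active = mean replicate inhibition above about 25%, with every replicate also reaching it, limit read from the data, passing the limit was not always enough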
# RAD52 anneal inh = blocks human RAD52 DNA annealing. inhibition, % at 18.7 µM. recombinant RAD52 DNA annealing, FRET fluorescence. P43351. 360,000 tested, 0.46% active;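 active = every replicate showing at least 50% inhibition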
# RAD54 branch = RAD54 (human) branch migration inhibition; Q92698; RAD54 Holliday junction branch migration, FAM/BHQ fluorescence; inhibition, % at 10.4 µM; 360,000 tested, 0.14% active;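 active = mean normalized replicate activity at least 40 and at least half of replicates scoring 40 or more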;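 also: 0% = median of neutral control wells and 100% = median of positive control wells; inhibitors cause a drop in the FAM fluorescence signal; in these data hits start at about 50%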
# Target sequence (Q92698 whole entry, looked up): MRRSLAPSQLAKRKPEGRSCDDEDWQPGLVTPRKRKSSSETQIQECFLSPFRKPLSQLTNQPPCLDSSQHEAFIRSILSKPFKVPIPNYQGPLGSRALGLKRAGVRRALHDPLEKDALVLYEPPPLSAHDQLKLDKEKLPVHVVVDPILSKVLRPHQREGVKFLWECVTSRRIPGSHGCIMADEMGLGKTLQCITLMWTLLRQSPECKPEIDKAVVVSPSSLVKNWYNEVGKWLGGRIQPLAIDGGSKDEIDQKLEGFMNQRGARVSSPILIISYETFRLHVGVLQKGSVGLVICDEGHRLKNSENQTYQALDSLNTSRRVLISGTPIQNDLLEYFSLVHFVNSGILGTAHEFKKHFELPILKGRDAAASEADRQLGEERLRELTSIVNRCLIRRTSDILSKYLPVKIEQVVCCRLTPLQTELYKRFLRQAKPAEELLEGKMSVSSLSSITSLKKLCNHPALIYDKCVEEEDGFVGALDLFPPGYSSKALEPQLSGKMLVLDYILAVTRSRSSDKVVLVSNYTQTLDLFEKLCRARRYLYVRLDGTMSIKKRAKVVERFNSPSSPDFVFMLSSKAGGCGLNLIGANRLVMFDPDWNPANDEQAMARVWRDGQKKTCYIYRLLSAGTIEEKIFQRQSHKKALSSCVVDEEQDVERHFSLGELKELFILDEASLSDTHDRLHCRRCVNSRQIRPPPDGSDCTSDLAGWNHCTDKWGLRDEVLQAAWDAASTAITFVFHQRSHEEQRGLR
# E-selectin induc = induces E-selectin expression in human endothelial cells; activation, % at 7.58 µM; P16581; 260,000 tested, 0.37% active; HUVEC E-selectin immunofluorescence imaging; normalized: neutral wells 0, TNF-alpha wells 100;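 active = mean E-selectin-positive cell signal at least 10% of the positive control, reached in at least 60% of replicates, without over 20% cell loss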;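 also: in these data hits start at about 27%; measured in HUVEC primary endothelial cells; signal is the percent of cells scored E-selectin positive by PE staining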
#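 Test system: HUVEC; input: 3,000 HUVEC/well; measured by: immunofluorescence imaging; read-out: % PE-positive cells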
# esBAF inh = blocks esBAF chromatin remodeling in mouse ES cells | reporter increase, % at 12.5 µM | AID 602393 | 350,000 tested, 2% active | Bmi1-luciferase knock-in reporter, 24 h; 100% = twice the neutral-well signal; in the data active = activation above about 40%;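 also: 0% = median of the plate's neutral control wells and 100% = double that signal; a rise in the Bmi1 reporter signal indicates esBAF inhibition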
# ERAP1 HTS inh = inhibitors of human ERAP1 aminopeptidase. Q9NZ08. 340,000 tested, 0.15% active. inhibition, % at 10.7 µM. recombinant ERAP1, Leu-AMC fluorescence, 60 min;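 active = mean replicate inhibition of at least 30%, or all replicates individually reaching that 30% level; inactive = mean below 30% and not every replicate reaching it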;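 also: 0% = neutral control wells and 100% = L-leucinethiol positive control wells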
# S100A4 MyoIIA = inhibitors of human S100A4 binding to myosin IIA peptide; S100A4/TAMRA-MyoIIA peptide fluorescence polarization; AID 652163; 360,000 tested, 0.14% active; P26447; inhibition, % at 10.7 µM;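 active = mean inhibition of at least 70% across replicates, with every replicate also reaching that level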
# Target sequence (P26447 whole entry, looked up): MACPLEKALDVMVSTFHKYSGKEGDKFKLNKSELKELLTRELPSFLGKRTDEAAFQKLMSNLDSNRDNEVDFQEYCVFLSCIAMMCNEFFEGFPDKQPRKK
#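 Compound dosing: one dose per compound; test system: human S100A4 monomer with TAMRA-labelled myosin IIA peptide; probe or stimulus: TAMRA-labelled myosin IIA heavy-chain peptide probe, 5 nM; medium: HEPES buffer with Ca2+, pH 7.2; schedule: 5 min incubation before reading; benchmarks: neutral control DMSO, positive control TFP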
# Active calls of the source: *; nt = no result given. An unsorted share of the library (roughly 2.5% active in at least one column).
SMILES,Xi reactivation,ERp5 inh,RAD52 anneal inh,RAD54 branch,E-selectin induc,esBAF inh,ERAP1 HTS inh,S100A4 MyoIIA
CC(=O)O[C@H](CC(=O)O)C[N+](C)(C)C,3.7,-6.8,-2.4,-5.9,1.7,1.1,0.2,-1.7
CCC(C)(C)n1nnnc1C(c1ccc2ncccc2c1)N1CCN2CCCC2C1 (stereo unspecified),nt,-1.9,-15.3,-1.4,nt,2.6,-3.0,-2.1
Cc1cc(OCc2cc(C(=O)N(C)Cc3ccccn3)no2)cc(C)c1Cl,0.1,5.1,-5.2,-15.2,nt,75.3*,1.4,0.8
CCCNC(=O)Cn1cnc2sc(C(=O)NCCCN3CCOCC3)c(C)c2c1=O,0.1,-1.1,-14.7,-6.0,nt,-2.9,0.7,-1.5
COc1ccc(C(=O)NCC(=O)OCc2ccc(F)cc2Cl)cc1OC,0.2,-55.0,-3.4,9.0,nt,-2.1,-0.1,-5.1
Cc1noc(C)c1C(=O)N(C)C[C@H]1OCc2ccccc2-c2c(n(C)c3ccccc23)C(=O)N([C@@H](C)CO)C[C@H]1C,-0.7,0.8,0.5,-4.4,-0.1,-0.5,-0.3,1.3
Cc1cc(C)c(NC(=O)COC(=O)CCn2c(C)csc2=O)c(C)c1,0.2,0.3,-0.8,nt,7.9,nt,3.9,-2.6
O=C(Nc1ccc(S(=O)(=O)Nc2cnc3ccccc3n2)cc1)c1ccccc1Br,0.1,-1.0,-17.5,-11.3,nt,3.0,1.0,-2.0
Cc1ccc(N(CCC#N)C(=O)COC(=O)c2ccccn2)cc1,-0.1,-22.9,-10.2,-5.8,1.4,-7.2,-0.7,-3.0
O=C(Nc1cc(F)ccc1F)N1CC(=O)N2[C@H](CO)[C@@H](c3ccc(-c4ccccc4)cc3)[C@H]2C1,0.2,-0.6,-16.3,nt,-0.3,nt,1.9,9.0
C[C@H]1CN([C@@H](C)CO)S(=O)(=O)c2ccc(C#Cc3ccccc3)cc2O[C@H]1CN(C)C(=O)Cc1ccccn1,0.3,0.2,-39.4,-6.4,-0.1,3.5,0.1,0.3
COC(=O)COc1ccc(/C=C2\SC(=O)N(CC(=O)Nc3ccccc3F)C2=O)cc1,0.0,-0.7,-10.2,-6.1,nt,-5.3,-2.8,0.2
O=C(CCN1C(=O)S/C(=C\C=C\c2ccccc2)C1=O)Nc1ccc(O)cc1,0.1,-1.8,-10.6,-8.7,-0.2,93.2*,0.6,0.1
O=C(Cc1cccs1)NNC(=O)C12CC3CC(CC(C3)C1)C2,0.3,-5.4,-7.5,nt,nt,nt,-1.1,5.9
COc1cccc(CN2CCNC(=O)C2CC(=O)NCCCC2CCCC2)c1OC (stereo unspecified),0.1,-4.7,-12.0,-9.8,6.6,-2.3,-1.4,-1.8
O=C(N/N=C/c1ccccc1)c1ccc(OCc2ccccc2)cc1,0.0,5.8,0.6,nt,nt,nt,3.1,4.7
Cc1noc(C)c1NC(=O)Nc1ccc2c(c1)C(=O)N([C@@H](C)CO)C[C@@H](C)[C@H](CN(C)S(=O)(=O)c1c(C)noc1C)OCCCC[C@@H](C)O2,-0.2,3.5,2.1,-1.6,0.1,-0.5,0.5,11.4
CCS(=O)(=O)Nc1ccc2c(c1)C(=O)N(C)[C@H]1CC[C@H](CC(=O)N[C@@H]3CCN(Cc4ccccc4)C3)O[C@H]1CO2,0.2,4.8,6.9,6.9,-0.1,6.3,-3.5,10.6
CN1C(=O)N(C)C2(C)CC1(C)N(C)C(=O)N2C,-0.1,-1.4,-9.7,-12.8,0.1,nt,-0.2,-9.9
Cn1cnc(S(=O)(=O)N2C[C@H](O)COC[C@H]3O[C@H](CC(=O)NCc4ccc(F)cc4)CC[C@@H]32)c1,0.0,-10.0,-0.8,-6.0,0.0,-2.6,-0.8,15.2
CCS(=O)(=O)N1CC2(C1)[C@H](c1ccccc1)[C@H](CO)N2C(=O)C1CCC1,0.1,-1.7,-6.4,nt,0.0,nt,1.2,-3.0
Cc1ccccc1CNC(=O)Nc1cccs1,nt,4.6,3.9,-11.4,nt,14.8,-0.9,0.5
O=C1C(=O)N(CCCN2CCOCC2)C(c2ccc(F)cc2)/C1=C(\O)c1ccc2c(c1)OCCO2 (stereo unspecified),0.0,nt,-17.6,-3.0,0.5,8.3,0.0,9.7
CCN(CC)C(=O)COCc1cc(-c2ccc3c(c2)OCO3)on1,0.2,-5.2,-5.3,-6.5,0.0,10.7,-3.5,5.9
O=C(Nc1ccc2c(c1)OCO2)N[C@H]1CC[C@H](CC(=O)N2CCN(c3ccccc3)CC2)O[C@H]1CO,-0.1,4.2,-2.6,5.0,0.4,0.5,-0.7,13.8

# (list continues)
SMILES,Xi reactivation,ERp5 inh,RAD52 anneal inh,RAD54 branch,E-selectin induc,esBAF inh,ERAP1 HTS inh,S100A4 MyoIIA
CCNC(=O)Nc1ccc2c(c1)C(=O)N(C)[C@@H]1CC[C@H](CC(=O)NC3CCCCC3)O[C@H]1CO2,0.1,-1.7,0.7,-6.7,0.0,0.8,0.6,0.7
COC(=O)C1=NN(c2ccc(OC)cc2)C2C(=O)N(c3ccccc3OC)C(=O)C12 (stereo unspecified),0.1,4.9,-9.6,-2.2,4.8,nt,3.8,-1.0
CCN1CCN(C(C(=O)NC2CCCCC2)C2CC2)CC1 (stereo unspecified),-0.1,-2.1,-13.3,-11.6,-0.1,-0.8,-1.5,-3.4
CCOC(=O)Cn1ncc2c3ccccc3n(CC(=O)OCC)c2c1=O,0.3,2.0,-3.7,-0.3,0.0,-4.6,-3.1,-2.4
COc1ccc(-c2ccc3c(c2)[C@H]2[C@H](CCN2C(=O)C2CC2)[C@H](CO)N3C)cc1,0.0,2.8,44.2,11.5,0.1,12.9,2.8,-12.7
COc1cccc(CNC(=S)Nc2ccc3c(c2)c(=O)n(C)n3Cc2ccccc2)c1,0.1,-4.4,2.1,-7.8,-0.1,-4.4,2.7,8.3
CCOC(=O)c1c(N)c2cc([N+](=O)[O-])cnc2n1C,0.0,-0.1,-4.8,-14.6,0.7,nt,1.5,2.3
COc1cc(OC)cc(C(=O)NNC(=S)Nc2ccccc2OC)c1,-0.1,2.9,-2.3,nt,-0.1,nt,-0.2,-3.0
COC(=O)NNC(=O)C1CCC(C)CC1 (stereo unspecified),0.1,2.5,-9.9,nt,nt,nt,4.4,-8.7
C[C@@H]1CN([C@@H](C)CO)C(=O)c2cc(NC(=O)CCCN(C)C)ccc2O[C@@H](C)CCCCO[C@H]1CN(C)C(=O)Nc1ccc2c(c1)OCO2,0.2,-4.4,-25.1,5.2,1.0,-2.5,-0.7,-24.4
Cc1c(Cc2ccccc2)c(=O)oc2c(O)c(O)ccc12,0.0,6.8,-5.2,nt,0.4,nt,0.4,38.9
O=C(/C=C/c1ccc(Br)cc1)c1ccc(NC2=NCCCS2)cc1,0.1,3.3,51.3*,nt,2.0,nt,-5.2,7.1
COc1ccccc1Oc1cn[nH]c1-c1ccc(O)cc1O,0.4,3.2,-7.8,nt,0.1,-5.5,-0.5,-4.2
O=C(Cn1nc(C(=O)O)c2ccccc2c1=O)Nc1ccc2c(c1)OCO2,nt,2.1,-10.0,2.5,-0.5,-12.2,nt,-0.8
COc1ccc(N(CC(=O)NN=C2CCCC2)S(=O)(=O)c2ccccc2)cc1Cl,0.6,nt,nt,0.5,1.1,-2.8,nt,nt
CN(Cc1cnccn1)C(=O)C1CCC(=O)N(CCc2ccccc2)C1 (stereo unspecified),0.2,-1.6,3.5,-2.5,2.2,4.3,5.6,-1.6
Cc1nc2ccccc2c(=O)n1/N=C/c1ccc(O)c(O)c1O,0.2,3.8,-19.9,-3.3,-0.2,-6.2,1.4,1.6
CCCC(C)C(=O)Nc1nc(C)c(-c2csc(Nc3ccc(Cl)cc3)n2)s1 (stereo unspecified),0.1,-5.2,-18.8,-8.4,0.0,-49.0,-1.6,-0.5
CC(C)c1ccc(NC(=O)CNS(=O)(=O)c2ccc(F)cc2)cc1,0.2,-1.8,4.8,-11.9,1.3,16.4,-3.9,-0.2
Cc1ccc(Cl)c(OCC(=O)Nc2sc(C)c(C)c2C#N)c1,0.0,-5.6,-29.2,-11.7,nt,30.0,1.1,-6.2
O=C(Nn1cnnc1)c1ccc(Cl)cc1,-0.1,-3.3,-40.6,-4.1,0.1,-2.5,nt,-11.0
COc1ccc(/C=C2\SC(N3CCCCC3)=NC2=O)cc1OC,0.1,-3.1,-8.5,12.0,1.6,17.8,-0.7,12.0
CCS(=O)(=O)N1Cc2cc(C(=O)N(C)C)nc(-c3cccc(-c4ccc(C#N)cc4)c3)c2[C@@H]1CCO,0.2,10.0,9.5,nt,0.2,nt,0.4,3.2
COCCNC(=O)c1ccccc1NC(=O)c1cccc([N+](=O)[O-])c1C,-0.2,-2.1,-15.6,nt,-0.8,nt,-0.3,-0.1
CCCNC(=O)Nc1ccc2c(c1)C(=O)N(C)[C@@H]1CC[C@H](CC(=O)NC)O[C@@H]1CO2,0.1,nt,nt,0.6,0.0,7.5,nt,nt

# Next structures follow.
SMILES,Xi reactivation,ERp5 inh,RAD52 anneal inh,RAD54 branch,E-selectin induc,esBAF inh,ERAP1 HTS inh,S100A4 MyoIIA
C[C@H](CO)N1C[C@H](C)[C@@H](CN(C)Cc2ccncc2)Oc2ccc(NC(=O)c3ccncc3)cc2CC1=O,-0.7,5.4,8.7,-0.2,0.3,-0.9,1.2,7.2
COc1ccnc(Oc2ccc3ccccc3c2)c1C#N,nt,-2.2,-0.1,nt,nt,nt,-2.1,-2.2
CCCNC(=O)Cn1c(=O)n(CC(=O)N2CCCCC2)c(=O)c2sccc21,0.0,-0.6,-8.9,nt,-0.1,-9.4,-3.8,1.2
Cc1nn(C(C)(C)C)c(NC(=O)c2ccc(Cl)cc2Cl)c1Br,0.0,-3.6,-15.6,-4.9,-0.3,nt,nt,-15.4
COc1ccc(S(=O)(=O)N2c3ccccc3NC(=O)CC2C)cc1 (stereo unspecified),0.0,1.4,-2.6,-1.4,-0.4,nt,0.8,-5.5
Cc1cc(C)n(CC(=O)NNC(=O)C2CC(=O)N(Cc3ccccc3Cl)C2)n1 (stereo unspecified),0.0,2.9,-1.2,6.2,-1.0,1.0,-1.3,-2.0
CC(CN1CCCC1)OC(=O)Cc1ccc(Cl)cc1 (stereo unspecified),0.1,-1.3,7.4,-14.5,nt,4.9,0.3,4.0
Cc1ccn2cc(CNC(=O)c3ccc(Br)o3)nc2c1,0.0,-1.1,-12.1,5.2,0.0,0.5,2.1,-0.1
O=C(Nc1cc(F)ccc1F)N1CCCCN2[C@@H](CO)[C@@H](c3ccc(-c4ccncc4)cc3)[C@@H]2C1,0.2,-1.4,-8.0,-1.2,0.2,nt,nt,29.1
C[C@@H]1CN([C@H](C)CO)C(=O)c2cc(NS(=O)(=O)c3ccc(Cl)cc3)ccc2O[C@H]1CN(C)CC1CC1,0.0,3.6,28.7,-6.4,0.0,4.4,1.3,-5.1
Cc1ccc(S(=O)(=O)N2CCN(C(=O)COC(=O)CNC(=O)c3ccccc3F)CC2)c(C)c1,0.0,-1.5,-0.1,0.3,nt,-5.6,-3.9,0.4

# Ordered by value in S100A4 MyoIIA (falling): three of the compounds above
molecule	S100A4 MyoIIA
O=C(Nc1cc(F)ccc1F)N1CCCCN2[C@@H](CO)[C@@H](c3ccc(-c4ccncc4)cc3)[C@@H]2C1	29.1
CCCNC(=O)Cn1c(=O)n(CC(=O)N2CCCCC2)c(=O)c2sccc21	1.2
COc1ccnc(Oc2ccc3ccccc3c2)c1C#N	-2.2
